High-throughput results deposited in PubChem by National Center for Advancing Translational Sciences (NCATS).
GLP-1R inv ag = acts as inverse agonist at human GLP-1 receptor; P43220; HEK293 GLP-1R CRE-luciferase, luminescence, 24 h; GLP-1R form is constitutively active; Potency, µM (doses to about 38.3 µM), for the others: at the top dose activity change, negative = inhibition, most hits filed as inhibitors; 410,000 tested, 1.6% active; AID 624417; note: % is set by controls: 0 for no effect and ±100 for the full control effect; nearly all actives have a fitted effect of over 55% in size
Target sequence (P43220 whole entry, looked up): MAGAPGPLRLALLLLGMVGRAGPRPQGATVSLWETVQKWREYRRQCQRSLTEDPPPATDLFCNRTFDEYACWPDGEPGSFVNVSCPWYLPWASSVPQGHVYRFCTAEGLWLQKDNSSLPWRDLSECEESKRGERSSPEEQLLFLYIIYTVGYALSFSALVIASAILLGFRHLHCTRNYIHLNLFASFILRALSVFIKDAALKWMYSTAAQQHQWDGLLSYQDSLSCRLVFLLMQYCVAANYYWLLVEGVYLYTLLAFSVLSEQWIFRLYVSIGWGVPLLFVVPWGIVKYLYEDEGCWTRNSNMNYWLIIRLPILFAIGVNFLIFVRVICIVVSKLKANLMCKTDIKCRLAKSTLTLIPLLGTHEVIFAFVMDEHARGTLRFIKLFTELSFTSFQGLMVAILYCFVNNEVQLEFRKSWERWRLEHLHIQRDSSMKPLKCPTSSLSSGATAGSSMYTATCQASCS
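Stable HEK293 clone (constitutively active GLP-1R + cAMP-response luciferase); 200 cells/uL plated, 12 h pre-culture, compound 24 hr, 37 deg C/5% CO2; detection reagent 12 min RT; luminescence.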
HEK293 tox = cytotoxicity counter-screen for GLP-1 receptor inverse agonists | Potency, µM (top dose mostly 38.3 µM), for inactives: at the top dose activity change, negative = inhibition, actives largely listed as inhibitors | 410,000 tested, 0.13% active | HEK293 cAMP-luciferase reporter cells, luminescence, 24 h;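 note: loss of luciferase light is scored as toxicity; % is set by controls: 0 for no effect and ±100 for the full control effect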
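A 23 nL compound transfer followed 12 hours of cell culture at 37 deg C; exposure then lasted 24 hr. Luciferase assay detection reagent was dispensed and plates read for luminescence after a 12 min room-temperature wait.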
PTHR1 agonist = agonists of human PTHR1 parathyroid hormone receptor. Q03431. HEK293 GP2 PTHR1 cells, GloSensor cAMP luminescence, 1 h. Potency, µM (titrated, usually from 115 µM), for the others: at the highest dose activation, actives largely listed as activators. 410,000 tested, 0.075% active; note: nearly all actives have a fitted effect of over 55% in size; some results filed as inactive show a strong effect at the top dose; inactives centre near -15; many of its hits are not listed in these tables
Target sequence (Q03431 whole entry, looked up): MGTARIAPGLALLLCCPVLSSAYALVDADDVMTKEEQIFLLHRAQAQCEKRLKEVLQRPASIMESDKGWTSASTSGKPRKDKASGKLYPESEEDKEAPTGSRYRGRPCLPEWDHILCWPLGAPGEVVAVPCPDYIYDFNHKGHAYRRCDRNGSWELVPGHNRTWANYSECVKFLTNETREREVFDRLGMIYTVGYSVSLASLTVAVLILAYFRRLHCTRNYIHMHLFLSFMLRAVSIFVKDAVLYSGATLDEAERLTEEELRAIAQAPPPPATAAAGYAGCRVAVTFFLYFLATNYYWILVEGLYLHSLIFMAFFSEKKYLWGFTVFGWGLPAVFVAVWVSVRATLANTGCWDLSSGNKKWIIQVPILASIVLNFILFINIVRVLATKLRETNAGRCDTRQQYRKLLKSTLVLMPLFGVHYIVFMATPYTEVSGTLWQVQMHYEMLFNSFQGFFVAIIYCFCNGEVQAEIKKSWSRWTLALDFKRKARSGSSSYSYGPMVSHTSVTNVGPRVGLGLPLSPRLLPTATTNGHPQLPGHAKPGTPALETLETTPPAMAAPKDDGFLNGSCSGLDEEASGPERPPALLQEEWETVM
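HEK-293-derived GP2 cells expressing PTHR1 and a GloSensor cAMP reporter, 3,000/well, plated overnight, given luciferin plus IBMX (each 0.5 mM as added) for 1 h at 37 °C, then compound for 1 h at 37 °C. Luminescence was read after 15 min at room temperature.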
* = called active by the depositor; i = inactive; ? = inconclusive; [ ] = another dose, or the depositor's remark. Calls come from the whole dose curve; as a rule, active = well fitted curve in the direction sought with a large enough effect; inconclusive = small, poorly fitted or top-dose-only effect, or another doubt; inactive = no such curve, though single readings can be large; an effect the other way counts as inactive or inconclusive. Potency is the fitted concentration of half-maximal effect. The list is partial. The share of hits here may be higher or lower than overall.

SMILES	GLP-1R inv ag	HEK293 tox	PTHR1 agonist
CCCS(=O)(=O)Nc1cccc(-c2cn3ccc(C)cc3n2)c1	8%	1%	i
O=c1c2oc3ccccc3c2n(Cc2ccc(Cl)cc2)c(=O)n1Cc1ccco1	2%	-17%	i
Cc1ccc(NC(=O)Cn2c(=O)n(Cc3nc(C)no3)c(=O)c3ccccc32)c(Cl)c1	0%	1%	i
Cc1ccc(Sc2c(C)nn(C(=O)COc3ccccc3Br)c2C)cc1	-12%	2%	-8%
COc1ccc(NC(=O)c2ccc(NC(=O)N3CCSc4ncccc43)cc2)cc1	-17%	19%	-36%[inhibitor]
CCOCCCn1c(SCC(=O)Nc2ccc(OC)cc2OC)nc2ccccc2c1=O	1%	-7%	i
O=C(CCc1nc(-c2cccs2)no1)Nc1cccc([N+](=O)[O-])c1	-18%	-7%	-25%
CCc1ccc(C2CC(=O)c3c([nH]c(C(=O)OC4CCCCCC4)c3C)C2)cc1 (centres undefined)	-12%	1%	-30%[inhibitor]
CCOc1ccc(NC(=O)CSC2=Nc3ccccc3C3=NC(CCC(=O)NCc4cccs4)C(=O)N23)cc1 (centres undefined)	4%	4%	-17%
CCOC(=O)c1ccccc1NC(=O)Cn1cc(C(=O)c2cccc(OC)c2)c(=O)c2ccc(C)nc21	1%	11%	-33%[inhibitor]
CCc1ccccc1NC(=O)C(C)n1nc(-c2ccc(C)c(C)c2)ccc1=O (centres undefined)	?	-2%	i
CCOc1ccc(CCNC(=O)Cn2nc(-c3ccc(C)cc3)ccc2=O)cc1OCC	12%	-1%	i
CC(C)(C)C1CCc2c(sc(NC(=O)Cn3nnc(-c4ccccc4F)n3)c2C#N)C1 (centres undefined)	3%	-2%	i
COc1ccc(C2C(C(=O)Nc3ccccc3)=C(C)Nc3nc(-c4ccccc4Cl)nn32)cc1OC (centres undefined)	-17%	-3%	i
O=C(CN1C(=O)CSc2ccc(S(=O)(=O)N3CCCC3)cc21)NCc1ccccc1Cl	-14%	4%	i
CC(C)c1ccc(OCC(=O)NCCS(=O)(=O)N2CCN(c3ccc(F)cc3)CC2)cc1	2%	4%	i
Cn1c(C(=O)N2CCC(C(=O)N3CCN(c4ccccc4)CC3)CC2)cc2sccc21	-28%	-1%	-25%
COc1ccc(CCNC(=O)CN2C(=O)COc3ccccc32)cc1OC	11%	7%	?
O=c1c2oc3ccccc3c2n(Cc2cccc(Cl)c2)c(=O)n1Cc1ccc2c(c1)OCO2	6%	10%	-4%
Cc1ccc(CCNC(=O)c2ccc(CS(=O)(=O)Cc3ccc(Cl)cc3)o2)cc1	?	1%	-22%
CCCNC(=O)C1CCC(Cn2c(=O)c3sccc3n(Cc3ccccc3F)c2=O)CC1 (centres undefined)	6%	6%	-11%
Cc1cc(-n2c(C)nc3ccccc3c2=O)ccc1NC(=O)c1cccc([N+](=O)[O-])c1	-4%	-9%	i
CNc1oc(/C=C/c2cc(OC)c(OC)c(OC)c2)nc1C#N	3%	55%[activator]	i
CCc1ccc(CNC(=O)C(CC)n2ccc3cc(S(=O)(=O)N4CCCCC4)ccc32)cc1 (centres undefined)	?	-4%	-16%
CC1CCCN(S(=O)(=O)c2ccc3c(c2)CCN3C(=O)CCC(=O)O)C1 (centres undefined)	2%	4%	-12%
Cc1cccc(NC(=O)Nc2cccs2)c1C	9%	1%	-8%
Cc1ccc(OC(C)C(=O)N2CCN(CCc3ccncc3)CC2)cc1C (centres undefined)	?	-6%	i
Cc1ccc(CCNc2nc3ccccc3c3nc(-c4cccnc4)nn23)cc1	-12%	-5%	i
CC(C)COC(=O)Cn1nnc2sc(-c3ccccc3)cc2c1=O	6%	0%	i
CCOC(=O)c1sc2cccc(F)c2c1S(=O)(=O)Nc1ccccc1F	1%	0%	i
Cc1cccc(N2CCN(C(=O)Cc3c(C(=O)O)c(C)cn3C)CC2)c1C	-10%	8%	-14%
CCN1CCN(C(=O)c2ccc3c(c2)N(Cc2c(F)cccc2Cl)C(=O)c2ccccc2S3)CC1	-12%	2%	-16%
CCOc1ccc(NS(=O)(=O)c2ccc3[nH]cc(C(=O)NCCc4ccccc4)c(=O)c3c2)cc1	7%	-10%	16%
Cn1c(=O)c2c(nc(NCc3ccccc3)n2Cc2ccccc2Cl)n(C)c1=O	8%	3%	i
CN(CC(=O)Nc1ccc(Cl)cc1F)S(=O)(=O)c1ccc2c(c1)n(C)c(=O)c(=O)n2C	-9%	23%	i
Cc1c(Cl)cccc1NC(=O)CSc1ccc(-c2ccccn2)nn1	3%	9%	-45%[inhibitor]
Cc1ccc(S(=O)(=O)Nc2cccc(-c3ccc(N4CCCCC4)nn3)c2)s1	?	-12%	-27%
CCc1ccc(CNC(=O)c2ccc(CS(=O)c3ccc(Br)cc3)o2)cc1 (centres undefined)	?	1%	-17%
Cc1c(Cl)cccc1Nc1nc2ccc(C(=O)c3ccccc3)cc2n2cnnc12	13%	-3%	i
Cc1nc2sc(C(N)=O)c(N)c2c(-c2ccc(Br)cc2)c1C(=O)Nc1ccc(Cl)cc1	?	23%	-65%[inhibitor]

Quoted from the listing.
Result of `CCOc1ccc(NS(=O)(=O)c2ccc3[nH]cc(C(=O)NCCc4ccccc4)c(=O)c3c2)cc1` under HEK293 tox: -10%
Result of `Cc1ccc(OC(C)C(=O)N2CCN(CCc3ccncc3)CC2)cc1C` (centres undefined) under HEK293 tox: -6%
Result of `CCOC(=O)c1sc2cccc(F)c2c1S(=O)(=O)Nc1ccccc1F` under HEK293 tox: 0%

The listing continues.
SMILES	GLP-1R inv ag	HEK293 tox	PTHR1 agonist
O=C(NCC(c1ccc2c(c1)OCO2)N1CCOCC1)C(=O)Nc1cccc(Cl)c1 (centres undefined)	4%	-4%	-22%
COc1cc(CN(C(=O)c2ccccc2[N+](=O)[O-])c2ccccn2)cc(OC)c1OC	12%	-1%	i
Cc1ccc(OCCCn2c(-c3ccc(Cl)cc3)nc3ccccc3c2=O)c(C)c1	10%	10%	i
COc1ccc(Cl)cc1NC(=O)N1CC(=O)Nc2sc3c(c2C1c1ccccc1)CCCC3 (centres undefined)	?	-7%	i
Cc1c(F)cccc1NS(=O)(=O)c1cccs1	-19%	3%	-23%
COc1cc(-c2cc3n(C)c(C)c(CCC(=O)NC4CCCCC4)c(=O)n3n2)cc(OC)c1OC	4%	2%	i
Cc1ccccc1-c1nnc(SCC(=O)N2CCCCC2)o1	3%	-5%	-23%
COc1cc(NS(=O)(=O)c2cc(Br)cc3c2N(C(C)=O)C(C)C3)cc(OC)c1 (centres undefined)	10%	3%	-94%[inhibitor]
O=C(Nc1cccc(Cl)c1)c1cc(S(=O)(=O)N2CCCc3ccccc32)ccc1F	?	-2%	i
CCOC(=O)c1ccc(NC(=O)CN2C(=O)c3cccnc3Oc3ccc(Cl)cc32)cc1	11%	-9%	-6%
CCCN1C(=O)C2(c3ccccc31)c1c(oc3ccc(F)cc3c1=O)C(=O)N2CCCOC(C)C (centres undefined)	13%	6%	?
COc1ccc(Cl)cc1NC(=O)CSc1nc(-c2ccccc2)c2ccccc2n1	-12%	14%	i
CCc1cc(=O)[nH]c(SCc2nc(-c3cccc(Cl)c3)no2)n1	4%	3%	-18%
O=C(Nc1ccc2nc(SCC(=O)N3CCOCC3)sc2c1)c1ccc(Cl)cc1	4%	4%	-23%
CC(=O)c1ccc(NC(=O)C2Cc3ccccc3N2C(=O)c2ccccc2)cc1 (centres undefined)	9%	0%	-32%
CCOC(=O)c1cccc(NC(=O)C(CC(C)C)N2Cc3ccccc3C2=O)c1 (centres undefined)	?	-8%	-15%
Cc1cc(C)c2c(=O)nc(SCc3ccccc3C)n(C3CC3)c2n1	6%	18%	9%
Oc1c(C(c2ccc(F)cc2)N2CCOCC2)sc2nc(-c3ccco3)nn12 (centres undefined)	15%	0%	-34%[inhibitor]
CCCNc1ccc(-c2nc(-c3ccncc3)no2)cc1[N+](=O)[O-]	3%	4%	i
CCOc1ccccc1CNC(=O)CCc1cn(Cc2ccc(Cl)cc2)c2ccccc12	?	-2%	-59%[inhibitor]
COc1ccc(-c2coc3c2c(C)cc2oc(=O)cc(C)c23)cc1	-7%	1%	0%
Cc1nc2ccccc2c(=O)n1-c1ccc(NC(=O)c2ccccc2[N+](=O)[O-])cc1	-17%	-16%	-21%
CCOC(=O)CN(Cc1ccccc1)C(C(=O)NC1CCCCC1)c1ccc(OC)cc1 (centres undefined)	-1%	1%	-37%[inhibitor]
CCCS(=O)(=O)c1ncc(Cl)c(C(=O)Nc2c(C(=O)c3ccccc3)oc3ccccc23)n1	17%	0%	-12%
O=C(Nc1ccc2nc(SCC(=O)N3CCc4ccccc43)sc2c1)c1cccc(F)c1	0%	0%	-30%[inhibitor]
COc1cc(-c2noc(-c3ccc(NCc4ccco4)c([N+](=O)[O-])c3)n2)cc(OC)c1OC	4%	0%	i
O=C(NCCCc1nc2ccccc2n1Cc1cccc(Cl)c1)C1CCCCC1	?	1%	-23%
COc1ccccc1CNC(=O)CN1C(=O)CSc2c1c(C)nn2-c1ccccc1	3%	-2%	-21%
O=C(CC1C(=O)N(c2ccccc2)C(=O)N1CCc1cccs1)Nc1ccc(Cl)cc1 (centres undefined)	?	-16%	i
CCOC(=O)c1ccc(NC(=O)c2nsc3ccccc23)cc1	13%	-2%	-48%[inhibitor]
CSc1nc2c(c(=O)[nH]1)C(c1cccc(F)c1F)CC(=O)N2 (centres undefined)	3%	-10%	-20%
Cc1ccc(S(=O)(=O)C(CNC(=O)c2ccc(C(F)(F)F)cc2)c2ccco2)cc1 (centres undefined)	?	-4%	-40%[inhibitor]
COC(=O)c1c(-c2cccs2)csc1NC(=O)COc1ccc(C(C)(C)C)cc1	?	4%	i
COc1ccc(C2c3c(n(C)c4ccccc34)C(=O)N2CC(=O)Nc2c(C)cc(C)cc2C)cc1 (centres undefined)	-20%	2%	-18%
COc1cccc(N2CCN(C(=O)c3cnc4c(C)cccn4c3=O)CC2)c1	4%	-26%	-29%
COc1ccc(Cn2c(=O)c3oc4ccccc4c3n(Cc3cccc(C(F)(F)F)c3)c2=O)cc1	10%	19%	i
Cc1noc(/C=C/c2cccs2)c1S(=O)(=O)N1CCC(C(=O)Nc2ccc(F)c(Cl)c2)CC1	?	-25%	-15%
Cc1c(NC(=O)c2cc(=O)c3ccccc3o2)c(=O)n(-c2ccccc2)n1C	-9%	-7%	i
Cc1c(CCNC(=O)Cc2ccc(F)cc2)sc2nc(-c3ccc(F)cc3)nn12	0%	-1%	-42%[inhibitor]
CC(CNC(=O)CCc1cn(Cc2ccccc2Cl)c2ccccc12)c1ccccc1 (centres undefined)	?	4%	-26%

Sorted by the number under GLP-1R inv ag (highest first): some entries from above
| canonical_smiles | GLP-1R inv ag |
| --- | --- |
| CCCS(=O)(=O)c1ncc(Cl)c(C(=O)Nc2c(C(=O)c3ccccc3)oc3ccccc23)n1 | 17% |
| CCOC(=O)c1ccc(NC(=O)c2nsc3ccccc23)cc1 | 13% |
| COc1cccc(N2CCN(C(=O)c3cnc4c(C)cccn4c3=O)CC2)c1 | 4% |
| Cc1c(NC(=O)c2cc(=O)c3ccccc3o2)c(=O)n(-c2ccccc2)n1C | -9% |

Record cards (already shown):
`Cc1c(CCNC(=O)Cc2ccc(F)cc2)sc2nc(-c3ccc(F)cc3)nn12` across the screens: GLP-1R inv ag = 0%; HEK293 tox = -1%; PTHR1 agonist = -42%[inhibitor]
`CCOC(=O)CN(Cc1ccccc1)C(C(=O)NC1CCCCC1)c1ccc(OC)cc1` (centres undefined) across the screens: GLP-1R inv ag = -1%; HEK293 tox = 1%; PTHR1 agonist = -37%[inhibitor]

More entries
SMILES	GLP-1R inv ag	HEK293 tox	PTHR1 agonist
Cc1ccc(S(=O)(=O)N2CCN(Cc3cc(=O)n4nc(-c5ccccc5Cl)sc4n3)CC2)cc1	-12%	9%	i
COc1ccc(CNC(=O)c2ccc(-c3nc(CSc4ccccc4)c(C)o3)cc2)cc1	20%	1%	i
CCc1ccc(NC(=O)Cn2c(=O)n(-c3ccc(Cl)c(Cl)c3)c(=O)c3c(C)c(C)sc32)cc1	-19%	0%	-8%
CCc1ccc(NC(=O)CN2CCN(Cc3ccccc3)S2(=O)=O)cc1	-24%	14%	-39%[inhibitor]
CC(C)(C)OC(=O)N1CCC(c2c(C(=O)N3CCN(c4ccc(Cl)cc4)CC3)cnn2-c2ccc(F)cc2F)CC1	-4%	1%	-20%
Cc1ccc(-n2ncc3c(N4CCCCCC4)ncnc32)cc1C	?	0%	-31%
COc1cccc2cc(-c3nnc(Nc4ccccc4C)s3)c(=O)oc12	39%	8%	-4%
Cc1ccccc1NC(=O)c1c(NC(=O)c2ccccc2)sc2c1CCC2	5%	22%	-1%
CCOC(=O)c1c(NC(=O)c2cc3nc(-c4ccc(OC)cc4)cc(C(F)(F)F)n3n2)sc2c1CCC(C)C2 (centres undefined)	2%	0%	i
